KDM5B inhibitor: KDM5B demethylase inhibition; KDM5B demethylase, FDH-coupled NADH fluorescence (FDH is formaldehyde dehydrogenase); AID 1347165; 220,000 tested, 2.6% active; Q9UGL1; Potency, µM (highest dose often 57.7 µM), for the others: at the highest dose activity change, negative = inhibition, hits mostly inhibitors; active = well fitted inhibition curve with a large enough effect; inconclusive = small, poorly fitted or top-dose-only effect; inactive = no such curve, though single readings can be large or run the other way; also: 0% is about no effect; nearly all actives have a fitted effect of over 70% in size
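Inhibition is measured as reduced NADH fluorescence generation from FDH coupling to formaldehyde release. Truncated KDM5BΔAP at 200 nM final acts on H3K4me3 peptide (12.5 µM in substrate mix) in pH 7.5 HEPES buffer with Tween-20, 30 min, room temperature.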
* = called active by the depositor; ? = inconclusive; [ ] = another dose, or the depositor's remark. Potency is read from the fitted curve at half-maximal effect. A portion of the library; the hit share may differ from the screen's.

SMILES	KDM5B inhibitor
Cc1cc(C)cc(NC(=O)CCCn2nc(C)c3c(C)n(-c4ccccc4)nc3c2=O)c1	-37%
Cc1nc(C)c(C(=O)N2[C@@H]3CC[C@H]2CC(NC(=O)c2ccncc2)C3)s1 (some centres undefined)	-14%
CC(=O)N1CCc2cc(NC(C)C(=O)Nc3ccc(SC(F)F)cc3)ccc21 (centres undefined)	-9%
CC1(C)[C@H](Cc2cc(CCO)on2)C[C@@H]1NC(=O)C1CCC1	18%[86.2 µM]
CC[C@H]1CN(C(=O)C(C)(C)C)CC[C@H]1CC(=O)N1CCC(C(=O)OC)CC1	10%[86.2 µM]
Cc1ccc(C)c(NC(=O)N2CCCC2c2nncn2-c2ccccc2)c1 (centres undefined)	-21%
COc1ccc(NC(=O)COC(=O)c2cccnc2Nc2cccc(C(F)(F)F)c2)cc1OC	-12%
CC(=O)c1ccc(NC(=O)C2CCN(S(=O)(=O)c3ccc4[nH]c5c(c4c3)CCCCC5)CC2)cc1	-25%
C=CCC1(O)CC(C)(C)NC(C)(C)C1	6%
Cc1noc(C)c1S(=O)(=O)N1CCC(N2CC(OCC3CC3)C23CCCCC3)CC1 (centres undefined)	28%
Cc1ccc(C)c(C(=O)c2sc(Nc3ccc(F)cc3)nc2N)c1	7%
CCCOc1ccc(Nc2nc(SC)ncc2C(=O)OCC)cc1	-11%
C=CCNC(=O)[C@@H]1Cc2cn(CC3CC3)c3cccc(c23)[C@H](CC(C)C)N1	?
CC(C)c1noc([C@@H]2Cc3nc[nH]c3CN2Cc2ccc(F)cc2)n1	28µM*
COc1ccc(CC(=O)OCC(=O)Nc2ccccc2OC(F)F)cc1OC	6%
COc1ccc(-c2cc(-c3ccccc3)nc(SCC(=O)CC(=O)OC(C)C)c2C#N)cc1	?
Cc1cc(C)cc(NC(=O)Cn2ccn(-c3ccc(F)c(F)c3)c(=O)c2=O)c1	-20%
O=C(Cc1c[nH]c2ccccc12)NC1CCCc2c1[nH]c1ccc(F)cc21 (centres undefined)	?
CC1Cc2ccccc2N1C(=O)c1cccc(NS(=O)(=O)c2ccc3c(c2)OCCO3)c1 (centres undefined)	5%
COc1ccc(-c2nc3c4ccccc4n(CC(=O)Nc4ccc(C(C)=O)cc4)c(=O)n3n2)cc1	4%
COc1ccc(N2CC(NC(=O)COc3cccc(C)c3)CC2=O)cc1OC (centres undefined)	-33%
c1csc(CNCC2CCNCC2)c1	-5%
CCN(CC)C(=O)C(Sc1nncn1-c1ccccc1F)c1ccccc1 (centres undefined)	-9%
CCCn1ccc2c(OCC(=O)Nc3ccccc3C(=O)OCC)cccc2c1=O	50%[activator]
Cc1ccc(C(=O)/C=C/c2cc(Br)ccc2F)o1	?
COCCOc1ccc2c(n1)CCN(C(=O)Nc1ccccc1C)C2	-8%
Cn1c(SCC(=O)NC2CCCCCC2)nnc1-c1ccc(Cl)cc1	19%
c1cncc(Cc2noc(C3CN(Cc4ccsc4)C3)n2)c1	-12%
COC(=O)c1ccc(C2C3=C(CC(C)(C)CC3=O)Nc3cc4c(cc32)OCO4)cc1 (centres undefined)	?
CCN(CC)CCCNC(=O)Cn1c(-c2cccs2)cc2cc(Cl)ccc21	16%
CCOC(=O)c1ccc(NC(=O)CCc2c(C)nc3c(c(C)nn3C)c2C)cc1	?
Cn1nccc1C(=O)N1CCC2(CC1)CC(N(C(=O)c1ccccc1)C1CC1)CCO2 (centres undefined)	-16%
CC1CCc2c(sc3ncnc(SCC(=O)Nc4ccc5c(c4)OCCO5)c23)C1 (centres undefined)	-10%
C#CCOc1ccc(/C=C(/C#N)c2ccc(F)cc2)cc1OC	25%
O=c1oc2ccc3ccccc3c2cc1-c1nnc(Nc2ccc(F)cc2)s1	?
COc1ccc(C(=O)N[C@@H]2CCC[C@@H]2C(=O)NCCc2ccccn2)cn1	-16%
CCOC(=O)c1ccc(NC(=O)c2ccc3c(c2)N(CC)C2CCCCN2C3=O)cc1 (centres undefined)	?
CCc1nc(Nc2ccc(F)c(Cl)c2)c2c3c(sc2n1)CCCC3	?
Clc1ccc(-c2ccc(CNCC3CCCO3)o2)cc1 (centres undefined)	2%
CC1(C(=O)O)CCN(S(=O)(=O)c2ccsc2)CC1	9%[149 µM]
CN1C[C@H]2CN(C(=O)c3cccnc3)CCN2C1=O	4%[115 µM]
COC(=O)[C@H](C)NC(=O)C12CC3CC(CC(C3)C1)C2	17%
COCCC(=O)N1CCC(N2C(=O)C(OC)C23CCOCC3)CC1 (centres undefined)	10%
COc1ccc(-c2nc(-c3c(C)noc3C)cc3cc(C(C)C)oc23)cn1	28µM*
O=S(=O)(c1ccccc1Cl)N1CCCC1c1nncn1C1CCCC1 (centres undefined)	-7%
O=C(O)C(c1c[nH]c2ccc(Br)cc12)N1CCN(Cc2cccs2)CC1 (centres undefined)	10%
COc1cc(C(=O)Nc2sc3c(c2C#N)CCCC3)c(Br)c(OC)c1OC	-52%
COc1ccc(CN2CCOc3nc(-c4cccc(C(F)(F)F)c4)ncc3C2=O)cc1	-15%[86.2 µM]
CSc1ccc(CNC(=O)CCn2c(=O)c3cccn3c3ccc(F)cc32)cc1	?
Cc1ccc(CNC(=O)c2ccc(-n3c(C)cc4c3CCCC4)cc2)cc1	?
COC(=O)c1ccc(Cl)cc1N(Cc1c(F)cccc1Cl)S(C)(=O)=O	11%
O=C(Nc1ccccc1)Oc1ccc[nH]c1=O	?
CCc1noc(-c2ccn3c(CNC(=O)c4ccco4)nnc3c2)n1	28µM*
CC1CCC2(CC1)NC(=O)N(CC(=O)NCCc1cccs1)C2=O (centres undefined)	-13%
O=C(COCC(=O)N1CCN(c2ccccc2)CC1)NCc1ccccc1	-12%
CCN(CC)[C@H]1C[C@@H](Cc2cc(CCO)on2)C1(C)C	-30%[115 µM]
COc1ccc2c(c1)CC/C(=C\c1ccc(Br)cc1)C2=O	11%
CC1C(c2ccc(Cl)cc2)=[N+]([O-])C(C)(c2ccccc2)N1O (centres undefined)	-6%
O=C(O)C1(c2cccc(Br)c2)CCC1	9%
Cc1ccc(-n2nnc(C(=O)NC(C)C)c2C)cc1Cl	15%
(further entries)
SMILES	KDM5B inhibitor
CC(C)c1nncn1C1CCN(S(=O)(=O)c2ccc(F)cc2F)CC1	-13%
COc1cccc(-c2cc(C(=O)Nc3ccc(Br)c(C)c3)[nH]n2)c1	1%
CCCCN(CC)CC(=O)Nc1cccc2ncccc12	-15%
COc1cc(C=O)cc(Br)c1OC(=O)c1ccc(C)cc1	-25%
COc1cc(F)ccc1-c1cc(-c2c(C)noc2C)cc2c1C(=O)N(C)C2=O	?
Cc1nc(-c2ccc(NC(=O)c3ccc(Br)o3)c(C)c2)no1	9%
CCOC(=O)c1cnc2c(C)cccc2c1Nc1ccccc1OCC	12%
Cc1ccc(S(=O)(=O)c2nc(-c3ccco3)oc2N(C)C)cc1	-2%
Cc1ccccc1-n1nnnc1C(c1ccccc1)N(C)C(=O)c1cn[nH]n1 (centres undefined)	-10%
CN(Cc1ccccc1)Cc1cc(=O)n2cc(Br)ccc2n1	-5%
CS(=O)(=O)N1CCCN(C(=O)c2ccc(C#N)cc2)CCNC(=O)CC1c1ccccc1 (centres undefined)	-4%
Cc1ccc(NC(=O)CSCc2nc(-c3ccccc3)oc2C)cc1	-19%
COc1ccc(Cl)cc1NC(=O)c1ccc(F)c(S(=O)(=O)N2CCCC2)c1	-21%
COc1ccc(NC2=NS(=O)(=O)C(c3ccccc3)=C2C)cc1Cl	5%
CC/C=C(/C)C(=O)NCC(c1ccsc1)N(C)C (centres undefined)	-15%
O=S(Cc1ccc(Cl)cc1)Cc1ccc(F)cc1Cl (centres undefined)	6%
CCc1ccc(C2CC(=O)NC3=C2C(=O)CCC3)cc1 (centres undefined)	29%
Cc1cccc(C(=O)Nc2ccc(N3CCN(c4ccc(F)cc4)CC3)c(C(=O)O)c2)c1	-9%
COc1ncccc1C(=O)N1CCc2c(nc(-c3cccnc3)[nH]c2=O)C1	-4%
COc1ccc(C2=NOC3(CCN(Cc4ccccc4)C3)C2)cc1 (centres undefined)	-23%[86.2 µM]
COCc1nncn1C1CCN(S(=O)(=O)c2cccc(Cl)c2)CC1	22%
CCOC(=O)c1c(-c2ccccc2)csc1NC(=O)c1cc(=O)c2ccc(C)cc2o1	-20%
CCN1CCN(CCCNC(=O)c2cc3c(=O)n(CC)c4ccccc4c3s2)CC1	?
CC1CC(C)CN(C(=O)c2ccc(CNc3c(N4CCCC4)c(=O)c3=O)cc2)C1 (centres undefined)	3%
Cc1ccccc1Cc1noc(-c2nc(-c3ccc4c(c3)OCO4)no2)n1	28µM*
COc1ccc2c(C)c(CC(=O)NCc3ccc(F)cc3)c(=O)oc2c1	-157%
CCc1cn(C[C@H](NC(=O)C2CCCC2)C(=O)O)c(=O)[nH]c1=O	-11%[86.2 µM]
COCCN(C)C[C@H]1C[C@H](CO)CN(C(=O)c2ccc(Cl)c(F)c2)C1	17%
NC(=O)[C@H](Cc1cccs1)NC(=O)C1=C[C@@H](NC(=O)c2cnccn2)[C@@H](O)[C@H](O)C1	-41%[86.2 µM]
CCOc1ccc(NC(=S)N2CCC(NC(=O)c3ccccc3C)CC2)cc1	25%
CCc1ccc(N2CC(c3noc(-c4cc(F)cc(F)c4)n3)CC2=O)cc1 (centres undefined)	-30%
CCc1ccc(CNC(=O)CN2C(=O)c3cccnc3Oc3ccc(Cl)cc32)cc1	-14%
CCn1cnc2c1c(=O)n(CC(=O)NC(=O)NCc1ccccc1)c(=O)n2Cc1ccccc1	7%
Cc1ccc(NC2CCCN(C(=O)c3ccc4[nH]ccc4c3)C2)cc1C (centres undefined)	20%
CCOc1ccccc1NC(=O)c1c(NCc2ccc(C)o2)sc2c1CCC(C)C2 (centres undefined)	-23%
CCOP(=O)(OCC)c1nc(-c2ccc([N+](=O)[O-])cc2)oc1NCc1ccc(F)cc1	0%
CCc1nc2nccc(-c3cccc(OC)c3)n2n1	25µM*
CN1CCC(CNc2ncc(C(C)(C)C(=O)O)c(N3CCOCC3)n2)C1 (centres undefined)	-13%
COc1ccccc1NC(=O)N1CC(=O)Nc2sc3c(c2C1c1ccccc1)CCCC3 (centres undefined)	-3%
COCCNC(=O)c1cc(-c2ccc(OC)cc2)nc2onc(C3CCCN3)c12 (centres undefined)	?
CCCCn1c(N)c(N(CCC)C(=O)Cn2c(CSC)nc3ccccc32)c(=O)[nH]c1=O	-4%
CC(Sc1oc(-c2ccco2)nc1S(=O)(=O)c1ccc(Br)cc1)c1ccccc1 (centres undefined)	?
CN(CC1CCOC1)S(=O)(=O)c1ccc(Cl)cc1 (centres undefined)	0%
CC(NC(=O)c1csc(N2CCN(c3ccccc3F)CC2)n1)c1ccccc1 (centres undefined)	-14%
CCn1c(SCC(=O)Nc2ccc(OC)c(OC)c2)nnc1-c1ccco1	3%
CCc1ccc(-c2noc(CCC(=O)Nc3ccccc3N3CCOCC3)n2)cc1	5%
Cc1nonc1CC(=O)N[C@@H]1COCC[C@@H]1OCc1cscn1	11%
COc1cccc(CN2CCc3nc(C)nc(-c4ccc(O)cc4)c3C2)c1	-3%
CCOc1ccc(NC(=O)Cn2cc(C(=O)c3ccc(CC)cc3)c(=O)c3cc4c(cc32)OCO4)cc1	-9%
CC(C)N1CCc2c(C#N)c(NCc3ccco3)n3cnnc3c2C1	?
Cc1ccsc1CN1CCC[C@H]1C(=O)N1CCCCCCNC(=O)CC1	?
COc1cc(/C=C2\SC(=S)N(NS(=O)(=O)c3ccc(C)cc3)C2=O)ccc1O	0%
CNC(=O)C1CN(c2cccc(OC)c2)C(=O)N1 (centres undefined)	9%[86.2 µM]
Brc1ccccc1-c1nnc(SCc2nc3ccccc3o2)o1	?
O=C(NCc1coc(-c2cccs2)n1)c1cc(Cl)cc(Cl)c1	-23%
CCN1C(=O)C2CC3(CCN(S(=O)(=O)c4cnn(CC)c4)CC3)CN2C1=O (centres undefined)	-9%
CCCNc1c(NC(=O)c2ccccc2C)c(=O)oc2ccccc12	-5%
CCCNC(=O)Cn1nc(-c2ccc(C)c(C)c2)c2cnc3ccc(F)cc3c21	-24%
O=C1CCN(S(=O)(=O)c2ccccc2)CCCN(C(=O)c2ccncc2)CCN1	0%
